Xi reactivation: reactivates the inactive X chromosome in mouse fibroblasts. XiGFP mouse fibroblasts, % GFP-positive cells imaging, 3 d; cells co-treated with 5-aza-dC sensitizer; scaled so ellipticine positive control = 100%. activation, % at 7.58 µM. 360,000 tested, 0.055% active. AID 743238;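 active = mean normalized replicate activation at least 10% and every replicate at or above 10%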;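 also: 0% = median of on-plate neutral control wells and 100% = ellipticine 6 µM median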
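Assay system: SV40-immortalized XiGFP fibroblast cells, line 68-5-11; buffer or medium: DMEM plus 5-aza-dC sensitizer; compound: one concentration, pinned; timing: compounds 3 days, fix/stain 15 min at room temperature; benchmarks: positive control ellipticine, 6 µM final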
LGR2 inh: blocks bursicon-induced cAMP signaling via Drosophila LGR2 | HEK293 LGR2, CRE-luciferase, bursicon-stimulated, 4 h | inhibition, % at 9.99 µM | 380,000 tested, 0.35% active | AID 720647;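 active = drop in luminescence signal, shown as inhibition above about 50% in the replicate tests, limit read from the data, passing the limit was not always enough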;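 also: agonist challenge used bursicon conditioned medium at about half maximal strength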
ERAP1 HTS inh: blocks human ERAP1 aminopeptidase activity. 340,000 tested, 0.15% active. recombinant ERAP1, Leu-AMC fluorescence, 60 min. AID 652197. Q9NZ08. inhibition, % at 10.7 µM;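 active = mean replicate inhibition of at least 30%, or all replicates individually reaching that 30% level; inactive = mean below 30% and not every replicate reaching it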;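 also: 0% = neutral control wells and 100% = L-leucinethiol positive control wells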
Target sequence (Q9NZ08 whole entry, looked up): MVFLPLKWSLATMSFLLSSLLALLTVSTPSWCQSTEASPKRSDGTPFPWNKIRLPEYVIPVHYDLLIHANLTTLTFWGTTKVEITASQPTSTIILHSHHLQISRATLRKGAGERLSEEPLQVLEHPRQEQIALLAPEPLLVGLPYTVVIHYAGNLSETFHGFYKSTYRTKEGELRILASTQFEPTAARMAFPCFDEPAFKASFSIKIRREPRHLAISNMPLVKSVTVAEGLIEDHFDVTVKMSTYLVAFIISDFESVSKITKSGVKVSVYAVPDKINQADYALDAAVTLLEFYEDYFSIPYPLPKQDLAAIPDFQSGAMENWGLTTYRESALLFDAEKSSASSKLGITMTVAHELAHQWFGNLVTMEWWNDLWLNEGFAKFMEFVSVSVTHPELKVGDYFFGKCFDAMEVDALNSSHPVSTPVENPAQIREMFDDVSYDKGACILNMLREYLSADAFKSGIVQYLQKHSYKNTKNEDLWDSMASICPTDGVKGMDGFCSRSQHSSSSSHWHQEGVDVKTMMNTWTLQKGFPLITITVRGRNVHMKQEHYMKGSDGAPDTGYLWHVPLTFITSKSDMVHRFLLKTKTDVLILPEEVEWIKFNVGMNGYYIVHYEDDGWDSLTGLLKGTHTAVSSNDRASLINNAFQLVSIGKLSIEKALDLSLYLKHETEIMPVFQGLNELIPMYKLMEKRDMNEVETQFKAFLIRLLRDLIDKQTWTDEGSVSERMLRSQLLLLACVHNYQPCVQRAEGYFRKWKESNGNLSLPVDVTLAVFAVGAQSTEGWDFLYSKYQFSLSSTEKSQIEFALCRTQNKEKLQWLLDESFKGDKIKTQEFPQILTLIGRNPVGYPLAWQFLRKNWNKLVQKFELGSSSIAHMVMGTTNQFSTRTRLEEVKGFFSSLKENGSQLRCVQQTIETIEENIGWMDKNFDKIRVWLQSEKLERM
Statin myotox sup: suppressors of simvastatin-induced myotoxicity in C2C12 myotubes; ATP luminescence, 48 h; scaled: DMSO 0, geranylgeraniol control 100; rescue of ATP level, % at 7.49 µM; 330,000 tested, 0.78% active;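 active = mean ATP rescue above about 67%, or every replicate alone reaching that limit, limit read from the data, passing the limit was not always enough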;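 also: myotubes were challenged with 10 µM simvastatin during compound exposure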
PGC1a acetyl inh: PGC1a acetylation modulation, inhibitor mode; 350,000 tested, 0.17% active; inhibition, % at 15.6 µM; U2OS PGC1a acetylation, AlphaScreen anti-acetyl-lysine; with virally co-expressed GCN5 acetyltransferase;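 active = every replicate shows inhibition of at least 40%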;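 also: 0% = neutral control wells and 100% = positive control wells; some results beyond the cut were filed as inactive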
S100A4 MyoIIA: blocks human S100A4 binding to myosin IIA peptide; P26447; S100A4/TAMRA-MyoIIA peptide fluorescence polarization; inhibition, % at 10.7 µM; 360,000 tested, 0.14% active; AID 652163;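 active = mean inhibition of at least 70% across replicates, with every replicate also reaching that level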
Target sequence (P26447 whole entry, looked up): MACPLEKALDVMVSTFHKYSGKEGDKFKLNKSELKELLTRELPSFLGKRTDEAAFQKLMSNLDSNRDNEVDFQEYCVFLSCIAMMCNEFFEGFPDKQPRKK
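Test system: S100A4 monomer protein; Medium: HEPES pH 7.2 with CaCl2, KCl, NaCl, DTT, Triton; Probe or stimulus: TAMRA-labelled myosin IIA heavy-chain peptide probe, 5 nM; Doses: one dose per compound; Times: polarization read 5 min after assay mix addition, stable 5–60 min; Benchmarks: neutral control DMSO, positive control TFP.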
SIRT5 block: sirtuin-5 (human) deacylase inhibition; inhibition, % at 15 µM; Q9NXA8; 330,000 tested, 1.1% active; Purified SirT5, succinyl-peptide AMC, trypsin-coupled fluorescence; AID 652115; in the data active = inhibition above about 15%
Cneo AK release: causes C. neoformans cell lysis. lysis activity, % at 15 µM. adenylate kinase release luminescence, 4 h; normalised: neutral wells 0, clomiphene wells 100. 360,000 tested, 0.2% active. AID 651654;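 active = mean lysis activity across replicates of at least 80%, whatever share of replicates individually reach that level; inactive = mean lysis activity below 80%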
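Test system: log-phase Cryptococcus neoformans yeast cells. Input: 5 × 10^6 yeast cells/mL. Medium: fresh YPD growth medium. Doses: single dose. Incubation: static 4 h at 37 °C with compound, 1 h detection. Measured by: luminescent adenylate kinase detection reagent. Read-out: signal increase indicating cell lysis. Benchmarks: Clomiphene.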
Active calls of the source: *; . = not tested or not shown. Some of the compounds tested; rates above refer to the full screens.

SMILES	Xi reactivation	LGR2 inh	ERAP1 HTS inh	Statin myotox sup	PGC1a acetyl inh	S100A4 MyoIIA	SIRT5 block	Cneo AK release
Cc1ccc(C(CNC(=O)c2ccco2)N2CCN(C)CC2)cc1 (stereo unspecified)	0.3	15.9	-2.5	-3.2	.	-2.9	3.6	1.6
O=C(O)/C=C/C(=O)NC1CCCCC1	0.0	5.2	2.4	.	10.6	-0.4	-4.8	3.8
Cn1cnc(S(=O)(=O)N2CCCCN3[C@H](C2)[C@@H](c2ccc(C#CC4CC4)cc2)[C@@H]3CO)c1	.	.	2.9	.	-0.3	3.0	1.2	-0.8
Cc1ccc(NC(=O)CSc2nnc3ccccn23)cc1	0.0	-16.7	-2.7	-3.6	9.9	0.5	-2.9	.
Cc1ccccc1NC(=O)NC1(C(=O)N2CCN(C)CC2)CCCCC1	0.0	15.0	-2.6	-10.9	.	-15.9	-2.0	10.4
O=S(=O)(c1ccc(F)cc1)N1CCCCN2[C@@H](CO)[C@@H](c3ccc(C4=CCCCC4)cc3)[C@@H]2C1	0.1	3.9	-1.4	-12.1	-22.5	-4.7	0.6	4.6
CC(OC(=O)c1cccc(O)c1)C(=O)N(C)Cc1ccccc1 (stereo unspecified)	0.2	-9.4	2.4	29.2	3.1	-7.3	-1.6	0.1
COc1ccc2cc3c(nc2c1)OCC3	0.1	-24.1	1.3	-5.0	-19.4	14.8	0.3	0.0
CC(C)C(=O)Nc1cccc(NC(=O)c2cccc(F)c2)c1	0.2	-30.7	-1.9	-1.6	1.9	2.7	-0.6	0.6
CCN(CC(=O)NC1CCS(=O)(=O)C1)c1ccc([N+](=O)[O-])cc1C#N (stereo unspecified)	0.0	0.9	4.9	8.9	-1.0	-10.6	4.6	-0.8
Cc1ccnc(NCc2ccccc2O)c1	0.0	-2.9	-3.3	-2.1	-18.5	0.9	-1.8	-2.3
O=C(COC(=O)[C@H](Cc1ccccc1)NC(=O)c1ccco1)NC(c1ccccc1)c1ccccc1	.	.	2.7	.	7.9	-1.8	2.0	-1.0
Cc1ccc(C)c(N(C(=O)c2ccco2)C(C(=O)NC2CCCC2)c2ccco2)c1 (stereo unspecified)	0.0	-6.2	-4.7	1.4	.	-4.9	-0.5	-1.1
Cc1ccc(S(=O)(=O)N2CCC(C(=O)NC3CC(C)(C)NC(C)(C)C3)CC2)cc1C	-0.1	8.0	1.0	6.8	.	-0.5	0.9	5.0
O=C(c1ccncc1)N1CC(=O)N2[C@@H](CO)[C@@H](c3ccc(-c4ccccc4)cc3)[C@@H]2C1	0.1	6.1	-1.2	.	-8.5	7.1	0.8	.
CCC(C)N1CCN(C(=O)c2cc(OC)cc(OC)c2)CC1 (stereo unspecified)	0.1	10.0	3.2	0.9	-29.8	7.5	-2.1	-1.4
NC(=O)Cn1cnc2nc3n(c2c1=O)CCC3	-0.1	-4.4	0.0	.	10.1	-14.5	-4.6	.
O=S(=O)(c1ccc2c(c1)CCCC2)N1CCNCC1	0.1	-1.4	0.5	-9.5	3.1	-5.8	-2.7	1.0
COC(=O)C(C(C)C)N(Cc1cc(OC)cc(OC)c1)S(=O)(=O)CCl (stereo unspecified)	-0.1	-18.6	.	-13.6	15.5	9.3	.	4.7
CCOc1ccc(CNC(=O)c2ccco2)cc1	-0.5	-12.9	0.0	2.1	.	-2.3	-1.0	0.0
Cc1ccc(N2CCN(/N=C/c3ccncc3)CC2)cc1	-0.1	3.4	-4.1	-3.1	8.6	-2.8	2.4	-1.9
Cc1cc(C)n2c(Nc3ccc4c(c3)OCCO4)c(CC(C)C)nc2n1	0.1	24.2	9.3	.	.	1.1	1.7	.
NNC(=O)Cn1nc(-c2ccccc2)c2ccccc2c1=O	0.1	-7.5	-4.6	11.5	2.8	-4.9	-0.6	3.8
CCOC(=O)C1(CC2CCCCO2)CCN(Cc2cc3ccccc3[nH]2)CC1 (stereo unspecified)	0.0	-9.5	-1.8	.	.	-3.1	-3.1	.
COC(=O)C[C@@H]1CC[C@H]2[C@@H](COc3ccc(NC(=O)c4cc(F)cc(F)c4)cc3C(=O)N2C)O1	-0.1	3.8	.	-0.2	1.0	.	.	2.9
O=C(c1c(Cl)cccc1Cl)N1CCN(c2ncccn2)CC1	0.0	-12.3	-1.1	-10.7	8.7	-0.5	-3.6	-3.3
Cc1noc(C)c1S(=O)(=O)N(CC(=O)NCc1ccc(Cl)cc1)c1ccc2c(c1)OCO2	0.1	-8.5	.	1.4	-13.2	-2.4	.	0.0
COCCN1C[C@@H](CO)O[C@@H](n2cnc3c(NC4CCCC4)ncnc32)C1	0.0	3.9	5.0	0.7	.	0.3	.	0.1
CCC(C)c1ccc(NC(=O)N2CCOCC2)cc1 (stereo unspecified)	0.0	-35.1	-2.2	-11.4	.	-1.9	-4.9	-2.1
Cc1ccccc1C(=O)NNC(=O)CCc1ccccc1	0.1	.	10.1	3.6	17.7	-4.9	0.2	0.6

Quoted at random: four compounds from above, in no set order.
SMILES	Xi reactivation	LGR2 inh	ERAP1 HTS inh	Statin myotox sup	PGC1a acetyl inh	S100A4 MyoIIA	SIRT5 block	Cneo AK release
O=C(c1c(Cl)cccc1Cl)N1CCN(c2ncccn2)CC1	0.0	-12.3	-1.1	-10.7	8.7	-0.5	-3.6	-3.3
CCOC(=O)C1(CC2CCCCO2)CCN(Cc2cc3ccccc3[nH]2)CC1 (stereo unspecified)	0.0	-9.5	-1.8	.	.	-3.1	-3.1	.
NNC(=O)Cn1nc(-c2ccccc2)c2ccccc2c1=O	0.1	-7.5	-4.6	11.5	2.8	-4.9	-0.6	3.8
Cc1cc(C)n2c(Nc3ccc4c(c3)OCCO4)c(CC(C)C)nc2n1	0.1	24.2	9.3	.	.	1.1	1.7	.

The results go on.
SMILES	Xi reactivation	LGR2 inh	ERAP1 HTS inh	Statin myotox sup	PGC1a acetyl inh	S100A4 MyoIIA	SIRT5 block	Cneo AK release
CN1C(=O)c2cc(NC(=O)c3ccno3)ccc2OC[C@H]2O[C@@H](CC(=O)NCC(F)(F)F)CC[C@@H]21	0.0	-16.3	.	14.9	-1.1	.	.	.
CCN1[C@@H]2Cn3c(ccc(-c4ccncc4)c3=O)[C@H]1[C@@H](C(=O)NCc1ccccc1)[C@@H]2CO	0.2	5.8	-0.6	-6.9	.	-1.9	-4.4	1.4
Cc1ccc(S(=O)(=O)N(C)C[C@H]2Oc3ncc(Br)cc3C(=O)N([C@@H](C)CO)C[C@H]2C)cc1	0.2	-0.2	0.2	-2.8	-8.5	1.9	-2.5	39.2
Cc1ccc(S(=O)(=O)CC(CN2CCCCC2)N2CCCCC2)cc1 (stereo unspecified)	0.3	38.9	-0.6	.	.	-59.1	-7.1	.
COc1ccc(C(=O)N2CCNC(=O)C2CC(=O)Nc2ccc(C)c(C)c2)cc1 (stereo unspecified)	0.3	10.2	-4.1	2.2	-3.6	2.7	-0.5	2.5
C=C1CCC[C@]2(C)C[C@H]3OC(=O)C(CN[C@@H](C)c4ccccc4)[C@H]3CC12 (stereo partly specified)	0.1	-2.4	0.3	45.0	3.8	-5.0	-5.7	1.1
CC(C)CC#Cc1ccc([C@H]2[C@@H](CO)N3C(=O)CN(S(=O)(=O)c4cccc(F)c4)C[C@H]23)cc1	0.0	9.2	-3.7	.	-13.5	0.6	7.6	.
Cc1c(C(=O)NCc2cccnc2)sc2nc(-c3ccccc3)cn12	-0.2	-58.0	0.7	-13.6	-6.2	-2.3	0.4	-1.2
COC(=O)c1c(NC(=O)COC(=O)CCc2ccc(S(=O)(=O)N3CCOCC3)cc2)sc2c1CCC2	0.0	-3.7	2.4	.	.	-6.4	-2.5	.
C[C@@H]1CCCCO[C@H](CN(C)Cc2ccccc2)[C@@H](C)CN([C@@H](C)CO)C(=O)c2cc(NS(=O)(=O)c3ccc(F)cc3)ccc2O1	-0.1	-18.2	0.9	.	5.6	5.6	1.1	-6.2
CCOc1ccc(C(=O)Nc2ccc(N3CCN(C(=O)c4ccco4)CC3)cc2)cc1Br	0.0	-4.3	-0.9	7.7	-5.3	1.5	1.2	-0.7
COc1ccccc1N1CCN(C2CCCN(C(=O)c3ccccn3)C2)CC1 (stereo unspecified)	0.0	-3.7	-0.3	3.9	3.9	-2.6	6.9	-0.8
CC(C)NC(=O)Nc1ccc2c(c1)CC(=O)N([C@H](C)CO)C[C@H](C)[C@@H](CN(C)C(=O)Nc1ccc3c(c1)OCO3)O2	-1.0	-3.3	-4.4	-11.0	-2.0	-6.3	6.5	99.8*
Cc1ccc(OCCN2CCC2(C)C(=O)NCc2ccc(C(F)(F)F)cc2)cc1 (stereo unspecified)	0.2	6.4	0.0	1.8	-10.5	-10.4	-3.8	-1.2
Cc1ccccc1-n1c(Cn2c(=O)sc3ccccc32)nnc1SCC(=O)N1CCOCC1	0.3	12.0	0.3	7.7	.	30.0	.	-2.1
Cc1ccc(S(=O)(=O)N2CCOC23CCN(S(=O)(=O)c2c(C)cc(C)cc2C)CC3)cc1	0.3	9.4	-1.5	7.6	-21.3	-2.0	-2.4	-4.4
O=C(CN(C(=O)CNS(=O)(=O)c1ccccc1)c1ccc2c(c1)OCCO2)NC1CCCCC1	.	-1.6	.	13.3	-1.9	.	.	-2.6
CC(OC(=O)c1ccc(Cl)c(S(=O)(=O)N2CCOCC2)c1)C(=O)Nc1ccc(S(N)(=O)=O)cc1 (stereo unspecified)	-0.1	3.8	-5.5	.	14.0	-3.3	-1.3	.
Cc1ccccc1NC(=O)C(=O)Nc1ccccc1C	0.0	-27.7	-2.2	3.8	.	7.5	0.0	-1.9
COCCNC(=O)c1ccc2c(c1)ncn2-c1cccc(C)c1	-0.1	-8.9	9.0	-9.7	-3.2	3.1	-7.3	-3.6
S=C(NCCN1CCOCC1)NC1CCCC1	0.0	9.1	-2.3	.	.	-2.2	-3.5	.
O=C(NCc1ccccc1Cl)[C@@H]1[C@@H](CO)[C@@H]2Cn3c(cccc3=O)[C@@H]2N1C(=O)C1CCOCC1	0.0	13.8	1.1	-4.4	.	-8.8	-2.3	1.6
COc1ccc(CCNCc2c(-c3ccccc3)n(C)c3ccccc23)cc1	0.0	14.0	0.0	-2.3	-3.3	10.7	8.2	11.1
Cc1ccc(SCc2[nH]nc3c2C(c2ccc(C)o2)C(C#N)=C(N)O3)cc1 (stereo unspecified)	.	4.2	1.0	7.3	.	2.0	0.5	-1.3
Nc1ccc(C(=O)Nc2ccc3cc(S(=O)(=O)O)ccc3c2)cc1	0.1	-55.1	3.4	93.3*	5.1	-5.6	5.8	-1.3
Cc1ccc(C)c(N2CN(CCC3=CCCCC3)CNC2=S)c1	-0.1	4.0	7.8	.	2.6	-10.8	0.6	.
CCOC(=O)C1CCN(CC(C)(C)NS(=O)(=O)c2ccc(C)cc2)CC1	0.1	3.3	-3.3	-3.3	-9.4	-19.1	-1.7	-0.3
COc1cc(C(C)=O)ccc1Oc1ncnc2c1cnn2-c1cccc(Cl)c1	0.2	.	3.6	.	.	-2.7	.	2.3

From PubChem
